PMI act satM6P: PMI (human) activation, high substrate | P34949 | AID 1216 | activation factor at 20 µM | coupled PMI enzyme assay, resazurin fluorescence, 20 min; active compounds read high; 1 = untreated enzyme, 0 = substrate-free blank | 190,000 compounds, 0.34% hits;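 active = activation factor of 2 or more at 20 µM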
Target sequence (P34949 whole entry, looked up): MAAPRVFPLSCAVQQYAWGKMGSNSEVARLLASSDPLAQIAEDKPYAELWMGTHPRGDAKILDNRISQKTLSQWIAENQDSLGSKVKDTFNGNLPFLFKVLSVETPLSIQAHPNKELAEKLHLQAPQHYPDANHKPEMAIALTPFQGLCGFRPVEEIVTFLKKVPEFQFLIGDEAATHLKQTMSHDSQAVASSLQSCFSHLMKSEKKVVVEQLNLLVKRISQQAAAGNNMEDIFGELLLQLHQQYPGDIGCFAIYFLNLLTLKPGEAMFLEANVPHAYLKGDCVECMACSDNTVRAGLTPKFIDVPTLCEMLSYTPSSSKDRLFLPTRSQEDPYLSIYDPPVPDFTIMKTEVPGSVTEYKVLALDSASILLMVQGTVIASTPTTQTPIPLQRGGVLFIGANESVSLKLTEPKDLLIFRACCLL
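Material: human phosphomannose isomerase with PGI, G6PDH, diaphorase coupling enzymes; amount: PMI at 15 ng/mL final; also added: Mannose-6-phosphate 1.0 mM (near-saturating) plus 0.22 mM NADP+; incubation: enzyme reaction with compound 20 min at room temperature; signal: resorufin fluorescence (Ex 544/Em 590 nm) from resazurin via diaphorase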
Hsp70 activator: transcriptional activators of Hsp70. HeLa Hsp70 promoter luciferase reporter, luminescence; scaled: vehicle 0, proteasome-inhibitor control 100%. activation, % at 10 µM. 200,000 compounds, 0.04% hits;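 active = activation above the mean across all tested compounds plus 3 SD, cutoff set per campaign, cut at about 5.5% in these data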;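 note: 100% = MG132 at 30 µM as the positive control and 0% = DMSO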
Efa HMGR inh: inhibitors of class II HMG-CoA reductase from Enterococcus faecalis; purified E. faecalis HMGR, NADPH absorbance 340 nm kinetic; inhibition, % at 10 µM; 190,000 compounds, 0.41% hits; AID 1066;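 active = inhibition above a set limit, the median over all tested compounds plus 3 SD, cut at about 9.5% in these data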;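 note: enzyme runs in reverse so mevalonate oxidation gives rising NADPH absorbance; 0% = complete reaction with DMSO and 100% = background rate lacking mevalonate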
S1P3 antagonist: antagonists of human S1P3 receptor. CHO S1P3 NFAT-BLA reporter, FRET fluorescence, antagonist mode. inhibition, % at 4.98 µM. 170,000 compounds, 0.27% hits;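 active = inhibition above the plate cutoff, the mean inhibition of test wells on that plate plus 3 SD, cut at about 28% in these data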;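 note: cells challenged with S1P at its EC80 of 0.8 µM; blue over green emission ratio from cleaved BLA substrate after 4 h stimulation; 0% = S1P-stimulated wells and 100% = unstimulated DMSO-only wells; some compounds past the cut are filed as inactive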
Target sequence (Q99500 whole entry, looked up): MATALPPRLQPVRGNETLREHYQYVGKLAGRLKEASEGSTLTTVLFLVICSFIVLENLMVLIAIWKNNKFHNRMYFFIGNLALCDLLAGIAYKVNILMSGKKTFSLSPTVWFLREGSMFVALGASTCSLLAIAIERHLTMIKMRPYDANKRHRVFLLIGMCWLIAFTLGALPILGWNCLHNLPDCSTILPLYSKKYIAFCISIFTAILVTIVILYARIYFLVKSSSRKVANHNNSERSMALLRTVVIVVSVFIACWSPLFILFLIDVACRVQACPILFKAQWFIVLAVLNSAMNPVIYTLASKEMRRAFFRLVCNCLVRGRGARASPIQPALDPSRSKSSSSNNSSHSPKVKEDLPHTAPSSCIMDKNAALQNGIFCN
RAM inhibit: yeast RAM network inhibition. S. cerevisiae dse1pr::URA3 reporter, 5-FOA growth OD615, 2 d; analog-sensitive cbk1-as2 kinase mutant strain. inhibition, % at 50 µM. 190,000 compounds, 1.8% hits. AID 868;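 active = inhibition above a set limit, 3 SD over mean compound inhibition, cut at about 8.4% in these data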;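 note: 0% = DMSO-only wells with no growth and 100% = 10 µM 1-NA-PP1 full growth; inhibition rescues growth on 5-FOA so higher OD means more RAM inhibition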
DTT redox prof: compounds producing H2O2 with reducing agent – biochemical, NIH compound library profiling, artefact control for MLSCN library redox annotation, primary screen; activation, % at 10 µM; 200,000 compounds, 0.03% hits; DTT-dependent redox cycling H2O2, phenol red/HRP absorbance; 100% = 100 µM peroxide control, 0% = buffer;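 active = activation of at least 50% relative to the plate's high and low controls in the primary single-dose screen; inactive = activation below 50%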;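 note: compound incubated with DTT at 0.8 mM final as the reducing agent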
TNAP inh no acc: TNAP (human) inhibition, acceptor-free conditions; inhibition, % at 20 µM; P05186; purified TNAP, CDP-star luminescence, 30 min; 200,000 compounds, 0.26% hits;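 active = tissue-nonspecific alkaline phosphatase inhibition above about 50% at 20 µM in the single-dose screen, limit read from the data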;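 note: 0% = DMSO negative control and 100% = EDTA positive control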
Lmaj promast: Leishmania major promastigote growth inhibition | Leishmania major promastigotes, resazurin fluorescence viability | inhibition, % at 10 µM | 200,000 compounds, 9% hits; in the data active = inhibition above about 50%;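 note: promastigotes grown with compound for 44 hours at 28 °C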
TNAP inh hiacc: blocks human TNAP under high phosphate acceptor concentration; P05186; purified TNAP, CDP-star luminescence, 1 M DEA; inhibition, % at 20 µM; 200,000 compounds, 0.03% hits;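 active = over 50% inhibition of tissue-nonspecific alkaline phosphatase at 20 µM in the single-dose screen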;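 note: plate controls were DMSO wells for no effect and EDTA-quenched wells as full inhibition for full effect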
PMI act: phosphomannose isomerase (human) activation; 190,000 compounds, 0.005% hits; purified human PMI, coupled resazurin fluorescence, 20 min; active compounds read high; 1 = vehicle control, 0 substrate-free wells; P34949; activation factor at 20 µM;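 active = activation factor of 2 or more at 20 µM, relative to plate controls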
* hit, by the source's call; / = no result given.

SMILES	PMI act satM6P	Hsp70 activator	Efa HMGR inh	S1P3 antagonist	RAM inhibit	DTT redox prof	TNAP inh no acc	Lmaj promast	TNAP inh hiacc	PMI act
CCSc1nn2c(=O)c3ccccc3nc2s1	0.9	0.0	-3	/	5.0	0.5	-4	-2	1	0.9
Cc1ccc(C)c(OCC(=O)Nc2ccc(N3CCOCC3)cc2)c1	1	-0.4	-8	7	1.4	0.4	-10	28	-5	1
COc1ccc(N2CCN(C(=O)CSc3ccccc3N)CC2)cc1	0.7	-0.3	-2	-22	1.0	0.4	-8	63*	-3	0.5
COc1ccc(CNCc2ccco2)cc1OCc1ccccc1	0.9	-0.2	-2	/	0.3	-0.8	-22	100*	-3	0.8
O=c1c2cnn(-c3ccccc3)c2nc(-c2cccs2)n1-c1ccc(Br)cc1	1	0.2	-2	/	2.5	0.2	-10	19	2	1
Cc1ccc(SC(CC(=O)c2ccc(C(C)(C)C)cc2)C(=O)O)cc1 (stereo unspecified)	1	-0.2	1	-6	-0.6	0.6	5	50	2	0.9
CC(C)(C)NC(=O)NC(=O)COC(=O)c1ccc(OC(F)(F)F)cc1	1	-0.1	0	3	0.8	-0.2	-16	-7	-3	0.9
COc1ccc(C(=O)N/C(=C\c2ccco2)C(=O)NCc2cccnc2)cc1	1.1	0.0	1	-11	3.3	-0.4	-7	-3	-1	1.3
O=C(O)CN1CCCCC1	1	-0.5	-3	-30	1.4	-9.4	-8	-4	-3	1
Cc1ccc(C(=O)C[n+]2cc(Br)cc(Br)c2)cc1[N+](=O)[O-]	1.1	-0.5	-2	-6	3.0	2.6	3	-2	7	1.2
CN(C(=O)CS(=O)(=O)c1cn(CC(=O)N2CCOCC2)c2ccccc12)c1ccccc1	0.8	0.9	-5	-3	0.4	-0.2	-3	-12	-4	1
Cc1ccc(S(=O)(=O)N2CC(O)CC2C(=O)OCC(=O)c2ccccc2Cl)cc1C (stereo unspecified)	1.2	0.1	-7	-13	1.3	-0.2	17	43	1	1.1
CC(C)(C)OC(=O)NC(CCCCNC=O)C(=O)O (stereo unspecified)	0.9	-0.3	-12	-8	1.2	1.7	-5	-3	2	0.9
O=C1c2cccc([N+](=O)[O-])c2C(=O)N1c1cccnc1	1	-0.4	-2	-25	3.2	-0.5	-10	0	1	1.1
O=C(CCCCCNc1nc(=S)[nH]c2ccccc12)NCCC1=CCCCC1	1.1	-0.2	5	-21	2.8	-0.1	-12	-3	-6	1.1
CCCCCCCC1=CC2=CC(=O)C(C)(OC(C)=O)C(=O)C2=CN1CCc1ccccc1 (stereo unspecified)	0.7	0.1	-6	-10	0.9	0.4	4	-1	5	1.1
Cc1ccc(-n2nc(C)c3c(-c4cccs4)c(C#N)c(N)nc32)cc1	0.8	-0.3	-4	3	4.2	1.4	-5	15	-5	0.8
COc1ccc(C2CC(=O)C(C=NCCN3CCN(C(C)=O)CC3)=C(O)C2)cc1 (stereo unspecified)	1.1	-0.5	-4	/	0.5	1.0	-13	0	-3	1
C=CCNC(=O)c1cc2c(=O)c3ccccc3oc2nc1C	1.1	0.0	-9	7	0.7	0.1	-3	-3	-1	1.1
CC1(C)CC(=O)C2=C(C1)N(c1cccc(Cl)c1)C(=O)NC2(C(F)(F)F)C(F)(F)F	0.9	0.1	-5	-4	1.4	0.0	-8	-6	-2	0.8

One compound at a time, as listed above:
Record of COc1ccc(N2CCN(C(=O)CSc3ccccc3N)CC2)cc1 = PMI act satM6P = 0.7; Hsp70 activator = -0.3; Efa HMGR inh = -2; S1P3 antagonist = -22; RAM inhibit = 1.0; DTT redox prof = 0.4; TNAP inh no acc = -8; Lmaj promast = 63*; TNAP inh hiacc = -3; PMI act = 0.5
Record of Cc1ccc(C(=O)C[n+]2cc(Br)cc(Br)c2)cc1[N+](=O)[O-] = PMI act satM6P = 1.1; Hsp70 activator = -0.5; Efa HMGR inh = -2; S1P3 antagonist = -6; RAM inhibit = 3.0; DTT redox prof = 2.6; TNAP inh no acc = 3; Lmaj promast = -2; TNAP inh hiacc = 7; PMI act = 1.2
Record of O=C1c2cccc([N+](=O)[O-])c2C(=O)N1c1cccnc1 = PMI act satM6P = 1; Hsp70 activator = -0.4; Efa HMGR inh = -2; S1P3 antagonist = -25; RAM inhibit = 3.2; DTT redox prof = -0.5; TNAP inh no acc = -10; Lmaj promast = 0; TNAP inh hiacc = 1; PMI act = 1.1

Additional entries follow.
SMILES	PMI act satM6P	Hsp70 activator	Efa HMGR inh	S1P3 antagonist	RAM inhibit	DTT redox prof	TNAP inh no acc	Lmaj promast	TNAP inh hiacc	PMI act
CCc1c(C)[nH]c2nc3ccccc3n2c1=O	1	-0.1	2	/	0.3	0.0	51*	94*	-1	1.1
Cc1cccc(NC(=S)NC(=O)CC2CC(C)(C)OC2=O)c1 (stereo unspecified)	1.1	-0.1	-7	-4	0.4	-0.4	5	-6	-1	1.1
Nc1cc(Cl)c(N)cc1Cl	0.9	-0.5	0	-10	0.6	2.5	-12	-2	-4	1
CC(=O)Oc1cc2oc(=O)cc(C)c2cc1OC(C)=O	0.4	-0.3	-3	-9	1.3	-1.0	46	-6	8	1
O=C(Nc1ccnc(-c2ccncc2)n1)c1ccc(Cl)cc1	1.1	0.0	-7	-22	-0.2	-2.0	-5	3	-6	1.1
Cc1ccc2nsnc2c1S(=O)(=O)NCc1cccnc1	1	-0.2	-3	10	2.7	2.6	-4	6	1	1
CCN1CCN(CCCOc2ccc(Cl)cc2Br)CC1	1.2	-0.3	-2	0	0.5	-2.4	-8	96*	-3	1.1
S=c1[nH]c(-c2ccccc2)cn1/N=C/c1ccccc1Br	1	-0.2	-3	-16	5.9	0.4	-24	22	3	0.9
CC(C)C(OC(=O)CN1C(=O)COc2ccccc21)C(=O)NC1CCCC1 (stereo unspecified)	0.8	-0.1	-5	18	0.6	-0.9	-5	-2	3	0.9
O=C(N/C(=C/c1cn(-c2ccccc2)nc1-c1ccccc1)C(=O)N1CCOCC1)c1ccc(Cl)cc1Cl	1	-0.1	-5	-5	8.9*	-0.1	-11	-1	-2	1
CCCCCNc1nc(N2CCCC2)c2c(c1C#N)CCN(C)C2	0.6	0.1	1	/	0.0	0.7	-2	56*	-4	1
Cc1c(NC(=O)COC(=O)C23CC4CC(CC(O)(C4)C2)C3)c(=O)n(-c2ccccc2)n1C	1.1	-0.1	-3	-29	1.7	-0.5	-16	4	-8	1
O=C(c1cccc(Br)c1)N1CCN(C(=O)c2cccc(Br)c2)CC1	1	-0.1	2	/	4.1	-0.7	-5	-5	0	1
N#Cc1ccc(N2CCOCC2)c([N+](=O)[O-])c1	1	-0.2	-6	-3	2.0	-0.7	-4	-1	2	1.1
CN(C)S(=O)(=O)N(CC(=O)Nc1ccc(F)c(F)c1)c1ccccc1	1	-0.2	-1	/	0.1	0.2	-11	-2	-6	1
COc1ccccc1CN(CC(=O)NCc1ccco1)C(=O)CNS(=O)(=O)c1ccccc1	1	-0.3	3	9	2.1	-0.2	-10	-2	-5	0.9
Cc1cccc(N=C2NC(=O)CS2)c1C	1.1	-0.3	-3	-29	3.0	2.4	16	-4	-1	0.9
COc1cc(/C=N/NC(=O)c2ccc(N(C)S(=O)(=O)c3ccccc3)cc2)cc(OC)c1OC	0.9	0.3	5	-6	4.3	0.0	-22	100*	-2	0.8
Cc1cccc(CC(Cc2nc3ccccc3[nH]2)c2nc3ccccc3[nH]2)c1 (stereo unspecified)	0.8	-0.1	1	/	-0.6	1.3	-82	93*	-10	0.8
Cc1ccccc1-n1ncc(C(C)NC(=O)c2ccccc2)c1C (stereo unspecified)	1	-0.2	-1	1	-0.3	-0.3	-5	1	-5	1
CC(C)C(=O)NC(c1cccs1)c1cc([N+](=O)[O-])c2cccnc2c1O (stereo unspecified)	0.5	-0.1	-3	-20	-1.5	-0.2	12	-7	20	0.8
CCn1ncc(CN2CCCC(C(=O)c3cccc(OC(C)C)c3)C2)c1C (stereo unspecified)	1.1	0.0	-4	-1	2.7	-0.9	-1	80*	0	1
CCOC(=O)c1c(C)nc2c(c1-c1ccc(OC)cc1)C(=O)CC(C)(C)C2	1	-0.2	0	/	0.8	2.0	-7	2	-1	0.9
C=CCc1c(C)nc(-c2ccccc2)nc1Nc1ccccc1O	0.8	-0.1	4	-6	-0.4	0.3	-2	62*	-5	0.9
CCOC(=O)C1=C(C)NC(=S)NC1c1ccc(C)s1 (stereo unspecified)	0.9	-0.2	-2	3	1.1	0.5	-8	3	-4	0.9
Cc1nc(NS(=O)(=O)c2ccccc2)sc1C(=O)NN	/	-0.5	0	6	1.2	-1.0	-6	-2	-3	/
CCOC(=O)c1oc2ccccc2c1NC(=O)c1cccs1	0.9	-0.4	-8	6	6.1	1.6	-8	-3	-1	0.9
COc1ccc(-c2ccnc(SCC(=O)Nc3ccccn3)n2)cc1	1.1	-0.3	-5	/	5.9	0.2	3	6	2	1
O=[N+]([O-])c1ccc(N2CCN(CCO)CC2)cc1Sc1nc2ccccc2[nH]1	0.9	-0.3	-4	/	0.4	13	13	6	12	0.9
Cc1[nH]nc2c1C(c1ccccn1)N(c1ccc(Br)cc1)C2=O (stereo unspecified)	1	-0.3	4	0	0.9	-2.6	-8	0	-4	1
O=C(N/N=C\c1ccncc1)c1ccccc1O	1	0.1	1	-18	0.0	-0.3	-9	-10	-5	1
Cn1ccnc1SCc1cn2ccccc2n1	1	0.3	-3	-42	1.0	0.0	-12	11	-3	1
O=C(Nc1cccc(S(=O)(=O)N2CCCCC2)c1)c1ccc2ccccc2n1	0.9	-0.1	-7	1	6.0	-0.4	9	10	1	0.8
CC(C)(C)c1ccc(C(=O)Nc2ccc([N+](=O)[O-])cn2)cc1	1.1	-0.2	3	1	2.9	0.4	-12	-8	2	1.1
CC(C)CNC(=O)c1cccc(NC(=O)CSc2ccc(Cl)cc2)c1	1.2	-0.2	-3	-3	9.8*	0.0	0	9	4	1
O=C(NCC1CCCO1)c1onc(CSc2ccc(F)c(F)c2)c1C(=O)O (stereo unspecified)	1	0.0	1	/	1.0	10	-13	-7	-4	1
O=C(CCC1CCCN(C(=O)c2cccs2)C1)N1CCN(c2ccccn2)CC1 (stereo unspecified)	1	-0.3	-1	-32	0.0	-0.1	-8	-5	-4	1
Cc1cc(NC(=O)CN(C)S(=O)(=O)c2cccc(Cl)c2)no1	1	-0.1	-1	-19	0.2	-1.2	-12	0	-3	1

High-throughput results deposited in PubChem by several laboratories.
